# TDP43 rescue = inhibitors of TDP-43 toxicity in yeast. TDP-43 expressing yeast growth rescue, BacTiter-Glo, 24 h. Potency, µM (series often up to 46.1 µM), inactives show at the top dose growth rescue (activation), actives largely listed as activators. 1.8% of 410,000 active. AID 652104; also: potency is read from the fitted curve at half-maximal effect; % of control where 0% means no effect; nearly all actives have a fitted effect of over 50% in size
#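 Readout is BacTiter-Glo luminescence of cell growth, so inhibitors register as activators. TDP-43-expressing yeast at OD600=0.02 in galactose medium, after raffinose pregrowth to mid-log, were incubated with compound for 24 hr at 30 deg C.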
# EPAC2 antagonist = antagonists of human EPAC2; 0.18% of 360,000 active; EPAC2 GEF exchange of Rap1B-BODIPY-GDP, fluorescence; Potency, µM (top dose mostly 114 µM), inactives show at the highest dose activity, negative = inhibition, usual class: inhibitors; Q8WZA2; also: potency is read from the fitted curve at half-maximal effect; % is scaled to controls: 0 for no effect and ±100 for the full control effect; nearly all actives have a fitted effect of over 45% in size; many of its hits are not listed in these tables
# D3 ag = activates the human D3 dopamine receptor; P35462; D3R DiscoveRx beta-arrestin cells, luminescence, 90 min; max activation, %; 0.58% of 410,000 active; AID 652048; in the data active = max activation above about 30%; also: 0% is about no effect; mostly tested at two doses, the higher about 12 µM
# Target sequence (P35462 whole entry, looked up): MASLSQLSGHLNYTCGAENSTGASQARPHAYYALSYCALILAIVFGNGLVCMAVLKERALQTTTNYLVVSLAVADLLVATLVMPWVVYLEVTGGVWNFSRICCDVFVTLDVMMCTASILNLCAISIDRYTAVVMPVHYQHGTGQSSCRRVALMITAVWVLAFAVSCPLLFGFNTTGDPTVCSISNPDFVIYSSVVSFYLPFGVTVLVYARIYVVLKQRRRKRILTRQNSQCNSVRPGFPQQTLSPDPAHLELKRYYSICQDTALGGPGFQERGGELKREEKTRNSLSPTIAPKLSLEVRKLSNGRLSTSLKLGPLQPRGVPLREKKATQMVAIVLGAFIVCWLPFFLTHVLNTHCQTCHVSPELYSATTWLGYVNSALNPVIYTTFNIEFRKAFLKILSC
#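 Agonist mode: compounds and dopamine controls were applied to plated cells for 90 min at 37 degrees C after an overnight attachment at 1500 cells/well. Luminescent read-out followed 30 - 60 minutes at room temperature with DiscoveRx detection reagent.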
# aSyn yeast inh = alpha-synuclein toxicity inhibition in yeast; Yeast expressing alpha-synuclein, growth rescue, BacTiter-Glo, 24 h; 0.14% of 370,000 active; Potency, µM (highest dose often 46.1 µM), inactives show top-dose growth rescue (activation), most hits filed as activators; also: potency is read from the fitted curve at half-maximal effect; % of control where 0% means no effect; nearly all actives have a fitted effect of over 65% in size
#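 Galactose-induced alpha-syn yeast (OD600=0.02, raffinose-pregrown) + pinned cpd, 24 hr, 30 deg C; growth by BacTiter-Glo luminescence. Growth restoration scores as activation.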
# FUS yeast rescue = suppressors of FUS proteinopathy in yeast; S. cerevisiae FUS-expressing, growth rescue, OD600, 24 h; Potency, µM (top dose mostly 76.6 µM), for inactives: top-dose growth rescue (activation), usual class: activators; 0.24% of 390,000 active;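 also: potency is read from the fitted curve at half-maximal effect; plate controls were DMSO vehicle for no effect and reference control for full effect; nearly all actives have a fitted effect of over 55% in size; some results filed as inactive show a strong effect at the top dose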
#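 Cultures pregrown in 2.5% raffinose medium are shifted to minimal medium containing 2% galactose to express toxic FUS. Compounds are tested at several concentrations. After 24hr at 30C, growth is quantified at 600 nm absorbance.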
# EPAC2 agonist = agonists of human EPAC2 (RAPGEF4). 0.079% of 360,000 active. EPAC2 activation, biochemical qHTS; response scale: 100% = 6.5 mM cAMP response. Q8WZA2. Potency, µM (highest dose often 154 µM), for inactives: at the highest dose activation, usual class: activators; also: potency is read from the fitted curve at half-maximal effect; nearly all actives have a fitted effect of over 50% in size
#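 Guanine nucleotide exchange by EPAC2 is measured as reduced fluorescence of BODIPY-GDP once it is released from 250 nM Rap1B. Plates are read kinetically for 30 min at room temperature; results are scaled to 6.5 mM cAMP.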
# D3 antag = blocks the human D3 dopamine receptor; P35462; D3R cells, DiscoveRx beta-arrestin luminescence, antagonist mode; active compounds read low; max response, negative = inhibition, %; 2.5% of 360,000 active; AID 652054; in the data active = max response below about -50%; inconclusive = no clear call, values can overlap the other calls; also: % is scaled to controls: 0 for no effect and ±100 for the full control effect; mostly tested at two doses, the higher about 12 µM
#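 Cells plated overnight at 1500 cells/well, then exposed to library compounds with dopamine controls for 90 minutes at 37 degrees C. DiscoveRx reagent added for 30–60 minutes at room temperature; luminescence read, quantitative HTS format.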
# Abeta yeast res = compounds reversing amyloid beta toxicity in yeast. yeast expressing A-beta42, growth rescue, OD600, 48 h; response scale: 0% DMSO, 100% iron-clioquinol control. Potency, µM (doses to about 46.1 µM), for inactives: at the highest dose growth rescue, most hits filed as activators. 0.063% of 410,000 active. AID 1347071; also: potency is read from the fitted curve at half-maximal effect; nearly all actives have a fitted effect of over 55% in size
#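 Yeast A-beta toxicity model in growth medium with pinned compounds, 48 h at 30 C; growth read as absorbance at 600 nm. Normalized to FeCl3/clioquinol equimolar mix (positive) and DMSO (negative).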
# Starred values were filed as active, the others as inactive; u = inconclusive; x = no result given; & = joins results of further samples; [ ] = remark or other dose. Unless noted, calls follow the shape of the dose curve; as a rule, active = well fitted curve in the direction sought with a large enough effect; inconclusive = small, poorly fitted or top-dose-only effect, or another doubt; inactive = no such curve, though single readings can be large; an effect the other way counts as inactive or inconclusive. A portion of the library. The share of hits here may be higher or lower than overall.
item	smiles	aSyn yeast inh	TDP43 rescue	D3 antag	FUS yeast rescue	EPAC2 agonist	Abeta yeast res	D3 ag	EPAC2 antagonist
1	COc1cccc(-c2nnc(SCC(=O)Nc3ccc(OC)c(OC)c3)n2N)c1	-12%	-10%	5	18%	-3%	2%	-5	0%
2	O=C(CN1C(=O)NC(Cc2ccccc2)C1=O)Nc1ccc(OC(F)(F)F)cc1 (stereo unspecified)	5%	19%	15	-15%	-5%	-9%	3	1%
3	CCCCn1cc(S(=O)(=O)c2ccc(C)cc2)c(=O)c2cc(F)c(N3CCCCC3)cc21	x	28%	x	-15%	x	-1%	9	x
4	c1cncc(CN2CCN(c3cc(-c4cnc5ccccc5c4)nc4ccnn34)CC2)c1	-1%	18%	-17	-2%	10%	-18%	0	-5%
5	O=C(CCC1N=C2c3ccccc3N=C(SCc3ccc(Cl)cc3)N2C1=O)NC1CCCCC1 (stereo unspecified)	x	0%	x	17%	x	13%	7	x
6	COc1ccccc1N(Cc1ccccc1)S(=O)(=O)c1cccc(C(=O)Nc2ccc(C)cn2)c1	8%	29%	-24	21%	2%	12%	4	5%
7	O=C(O)c1[nH]nc2c1COc1ccccc1-2	-12%	-1%	14	x	7%	12%	1	2%
8	Cc1cccc(C(=O)Nc2nnc(S(=O)(=O)N3CCC(C)CC3)s2)c1	-2%	-10%&22%	9	21%&-10%	5%	8%&-17%	1&7	2%
9	CCCN(C(=O)COc1ccc(C(C)=O)cc1OC)C1CCS(=O)(=O)C1 (stereo unspecified)	0%[1.84 µM]	10%	-13	23%	3%	4%	-13	3%
10	CC(=O)c1ccc(NC(=O)c2cc3c([nH]c2=O)CC(c2ccccc2)CC3=O)cc1 (stereo unspecified)	x	6%	x	16%	x	-18%	-3	x
11	COCCn1c(=NC(=O)CSCC(=O)NC2CCCCC2)sc2cc(OC)ccc21	4%	0%	2	x	-1%	15%	5	1%
12	Cn1c(=O)c2c(nc(NCCc3ccccc3)n2CC(=O)NCCc2ccccc2)n(C)c1=O	1%	-11%	20	12%	u	4%	5	-4%
13	O=c1[nH]ncc(N/N=C\c2cccs2)c1Cl	-14%	-5%	-3	10%	6%	-5%	-3	-7%
14	O=C(NNC(=S)Nc1ccccc1)c1ccc(O)cc1	2%	16%	2	-13%	0%	11%	-2	-10%
15	Cc1ccc(C(=O)NCC(=O)NCc2ccc(Cl)cc2)s1	1%	-15%	-7	12%	7%	-5%	-6	-1%
16	COC(OC)c1ccnc(-c2ccc(OC(=O)c3ccccc3)cc2)n1	-16%	u	1	2%	19%	-10%	13	-12%
17	Nc1cc(S(=O)(=O)c2ccc(O)c(N)c2)ccc1O	-8%	9%	-7	-7%	5%	3%	4	-1%
18	CN(C)CC(=O)Nc1ccc2cn[nH]c2c1	0%	7%	3	-20%	5%	-8%	2	1%
19	Nc1nonc1-c1noc(-c2ccccc2Br)n1	1%	13µM*	-23	-9%	-17%	10%	2	8%
20	COc1ccc(NC(=O)Nc2ccccc2F)c([N+](=O)[O-])c1	-6%	-2%	-21	-32%	-2%	-13%	-3	-1%

# Some of the entries above, set out differently:
1. COc1cccc(-c2nnc(SCC(=O)Nc3ccc(OC)c(OC)c3)n2N)c1
  aSyn yeast inh = -12%
  TDP43 rescue = -10%
  D3 antag = 5
  FUS yeast rescue = 18%
  EPAC2 agonist = -3%
  Abeta yeast res = 2%
  D3 ag = -5
  EPAC2 antagonist = 0%

2. O=C(CN1C(=O)NC(Cc2ccccc2)C1=O)Nc1ccc(OC(F)(F)F)cc1 (stereo unspecified)
  aSyn yeast inh = 5%
  TDP43 rescue = 19%
  D3 antag = 15
  FUS yeast rescue = -15%
  EPAC2 agonist = -5%
  Abeta yeast res = -9%
  D3 ag = 3
  EPAC2 antagonist = 1%

3. CCCCn1cc(S(=O)(=O)c2ccc(C)cc2)c(=O)c2cc(F)c(N3CCCCC3)cc21
  aSyn yeast inh = x
  TDP43 rescue = 28%
  D3 antag = x
  FUS yeast rescue = -15%
  EPAC2 agonist = x
  Abeta yeast res = -1%
  D3 ag = 9
  EPAC2 antagonist = x

# One compound at a time, as listed above. Screens in order: aSyn yeast inh	TDP43 rescue	D3 antag	FUS yeast rescue	EPAC2 agonist	Abeta yeast res	D3 ag	EPAC2 antagonist
# Entry for Nc1nonc1-c1noc(-c2ccccc2Br)n1 = 1%	13µM*	-23	-9%	-17%	10%	2	8%
# Entry for O=C(O)c1[nH]nc2c1COc1ccccc1-2 = -12%	-1%	14	x	7%	12%	1	2%
# Entry for Cn1c(=O)c2c(nc(NCCc3ccccc3)n2CC(=O)NCCc2ccccc2)n(C)c1=O = 1%	-11%	20	12%	u	4%	5	-4%
# Entry for COCCn1c(=NC(=O)CSCC(=O)NC2CCCCC2)sc2cc(OC)ccc21 = 4%	0%	2	x	-1%	15%	5	1%
# Entry for O=C(CN1C(=O)NC(Cc2ccccc2)C1=O)Nc1ccc(OC(F)(F)F)cc1 (stereo unspecified) = 5%	19%	15	-15%	-5%	-9%	3	1%

# (continued)
item	smiles	aSyn yeast inh	TDP43 rescue	D3 antag	FUS yeast rescue	EPAC2 agonist	Abeta yeast res	D3 ag	EPAC2 antagonist
21	CCc1cccc2sc(N3CCN(C(=O)c4cc5ccccc5cc4OC)CC3)nc12	x	11%	x	13%	x	-9%	-4	x
22	Cc1ccccc1CN1C(=O)CSc2ccc(C(=O)N3CCOCC3)cc21	-12%	18%	3	-3%	4%	18%	-2	7%
23	CCCOc1ccc2ccccc2c1/C=N/n1cnnc1	1%	-27%	-13	5%	0%	-20%	-4	-4%
24	COc1ccc(-c2noc(CCC(=O)Nc3nc4ccccc4s3)n2)cc1	-4%	-3%	-3	-25%	-4%	-10%	1	13%
25	CC(=O)c1ccc(OCC(=O)NC(=O)NC2CCCCC2)cc1	2%	9%	13	5%	11%	-17%	1	11%
26	O=C(CCSCc1ccccc1Cl)NCCc1ccccc1	x	21%	x	11%	x	26%	8	x
27	CC(=O)N/C(=C\c1ccccc1)C(=O)Nc1ccc(O)cc1	-3%	10%	-8	2%	7%	-16%	-9	10%
28	Fc1ccc(-n2nnc(-c3ccccc3Br)n2)cc1	12%	6%	-6	-14%	5%	-2%	-4	-15%
29	Nc1c(C(=O)c2ccccc2)sc(Nc2ccccc2)c1S(=O)(=O)c1ccccc1	x	9%	u	-6%	11%	13%	-1	-7%
30	O=C1[C@@H]2C(c3ccccc3Cl)=NO[C@@H]2C(=O)N1Cc1ccccc1	2%	14µM*	u	-1%	-10%	u	1	-7%
31	CCCN(CCC)CCN1C(=O)C2C(C(=O)Nc3ccc(C)cc3)C3C=CC2(O3)C1C(=O)NC1CCCCC1 (stereo unspecified)	-4%	0%	-6	-2%	6%	-15%	-7	1%
32	NCCCCCc1nnc(SCc2ccc(F)cc2)o1	4%	-2%	x	-8%	x	-15%	-1	x
33	Cc1ccc(C)n1-c1ccc(C(=O)NCc2ccncc2)cc1	2%	-20%	-16	14%	5%	-17%	-8	4%
34	Cc1ccc(Nc2nnc(-c3ccc(C)c(S(N)(=O)=O)c3)c3ccccc23)cc1	-5%	9%	x	-10%	x	-16%	4	x
35	O=C(OCC(=O)c1c[nH]c2ccccc12)c1ccc(OC(F)F)cc1	2%	22%	3	5%	1%	4%	2	1%
36	CN(CCOc1ccccc1)C(=O)c1ccc2c(=O)n3c(nc2c1)CCC3	7%	9%	5	-7%	-2%	-2%	0	16%
37	COc1ccc(C(=O)NC(=S)Nc2cccc3nc(C)ccc23)cc1OC	-5%	3%	-5	-10%	7%	14%	6	1%
38	O=c1oc(CCCO)cc2ccc(Br)cc12	2%	u	-1	3%	1%	6%	4	7%
39	O=C(CN1CCC2(CC1)OCCO2)c1c[nH]c2ccccc12	4%	0%	-17	13%	13%	12%	-7	39%[activator]
40	CCOc1ccc2[nH]c(=O)c(CN(CCc3ccccc3)C(=O)c3cnccn3)cc2c1	-6%	-10%	0	1%	-47%[15.6 µM]	-11%	2	10%
41	CN(C)c1ccc(C(CNC(=O)Cc2ccc(Cl)cc2)N2CCOCC2)cc1 (stereo unspecified)	x	17%	x	-21%	x	-4%	5	x
42	CCOC(=O)c1c(C)[nH]c(C(=O)CN2C(=O)NC(C)(CC(C)C)C2=O)c1C (stereo unspecified)	-6%	-19%	1	45%	10%	-6%	2	13%
43	COc1cc(OC)cc(C(=O)OCC(=O)NC2CCCCCC2)c1	1%	14%	4	-16%	3%	-4%	-6	1%
44	COc1ccc(CN(C(=O)CN2C(=O)c3ccccc3S2(=O)=O)C(C(=O)NCC2CCCO2)c2ccncc2)cc1 (stereo unspecified)	2%	13%	-2	x	8%	6%	7	6%
45	OC(c1ccc(Cl)c(F)c1)c1ncc(-c2ccc(Oc3ccccc3)cc2)[nH]1 (stereo unspecified)	-60%[inhibitor]	-93%[inhibitor]	-8	u	21%	-55%[inhibitor]	-4	2%
46	Cc1cc(C)cc(Nc2cc(=O)n(C3CCCCC3)c(=O)[nH]2)c1	0%	10%	-3	8%	-9%	-2%	-2	-3%
47	Cc1ccc(C)c(NC(=O)c2cc(C)nc3ccccc23)c1	-2%	0%	8	-3%	3%	-6%	13	8%
48	COc1ccc(-c2oc(NC(=O)CCl)c(C#N)c2-c2ccc(OC)cc2)cc1	18%	2%	u	35%	3%	-5%	-12	0%
49	O=C(Nc1ccc2nsnc2c1)c1ccc2c(c1)OCO2	4%	-6%	16	5%	-5%	10%	13	9%
50	Cc1ccccc1NC(=O)c1cc(S(=O)(=O)N2CCOCC2)cs1	6%	11%	2	-8%	-83%[inhibitor][15.6 µM]	-4%	3	9%
51	CN(C(=O)CSc1nnc(-c2c[nH]c3ccccc23)o1)C1CCS(=O)(=O)C1 (stereo unspecified)	-2%	-8%	3	1%	4%	2%	-4	-2%
52	CCOC(=O)Cn1c(=O)c2c(nc3n2CCN3c2ccc(CC)cc2)n(C)c1=O	x	1%	x	-9%	x	-14%	-6	x
53	COc1cc(N=c2ssnc2Cl)cc(OC)c1OC	-7%	10%	-1	4%	1%	19%	-3	3%
54	O=C1CN(C(=O)COc2ncnc3ccccc23)c2ccccc2N1	-15%	-15%	22	15%	-7%	-3%	-2	14%
55	Cc1cc(C)cc(C(=O)Nc2cc(C(F)(F)F)ccc2N2CCN(c3ccccc3)CC2)c1	-5%	10%	x	-11%	x	-8%	1	x
56	COc1cccc(NC(=O)c2cccc(C(=O)Nc3cccc(OC)c3)c2)c1	1%	13%	0	19%	5%	1%	7	3%
57	Cc1ccccc1-n1c(SCC(=O)N2CCOCC2)nc(O)c(Cc2ccccc2)c1=O	-3%	-4%	-12	8%	10%	5%	0	4%
